# Assay outcomes as filed in PubChem.
# PKA-R2B act: activators of human PKA-R2B complex | P22694+P31323 | PKA-R2B holoenzyme dissociation, Cy5-IP20 fluorescence polarization; R2B truncated from residue 108, S112A mutant; 0% DMSO only, 100% 113 µM cGMP | actives 0.079% (n = 340,000) | activation, % at 11.4 µM;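 active = activation above a cutoff set at the mean over all compounds plus 3 SD, cut at about 18% in these data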;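 note: higher means more holoenzyme dissociation and a rise in polarization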
# NSD2 HMT inh: blocks human histone methyltransferase NSD2 | inhibition, % at 12.5 µM | O96028 | actives 0.54% (n = 310,000) | NSD2 peptide methylation, AlphaScreen, 120 min; in the data active = inhibition above about 50%
# DSG3 Ab inh: inhibitors of pemphigus antibody binding to human desmoglein-3; P32926; DSG3-coupled beads, scFv-anti-DSG3-GFP binding, flow cytometry; stronger effect = lower value; AID 588358; actives 0.48% (n = 310,000); binding (percent of control), % at 10 µM;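 active = binding more than 3 SD below its plate's average and above zero; inconclusive = below that plate limit but binding exactly zero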;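 note: hits lower antibody fragment binding to DSG3; some compounds called inactive have numbers as strong as hits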
# Target sequence (P32926 whole entry, looked up, the tested form may be a part): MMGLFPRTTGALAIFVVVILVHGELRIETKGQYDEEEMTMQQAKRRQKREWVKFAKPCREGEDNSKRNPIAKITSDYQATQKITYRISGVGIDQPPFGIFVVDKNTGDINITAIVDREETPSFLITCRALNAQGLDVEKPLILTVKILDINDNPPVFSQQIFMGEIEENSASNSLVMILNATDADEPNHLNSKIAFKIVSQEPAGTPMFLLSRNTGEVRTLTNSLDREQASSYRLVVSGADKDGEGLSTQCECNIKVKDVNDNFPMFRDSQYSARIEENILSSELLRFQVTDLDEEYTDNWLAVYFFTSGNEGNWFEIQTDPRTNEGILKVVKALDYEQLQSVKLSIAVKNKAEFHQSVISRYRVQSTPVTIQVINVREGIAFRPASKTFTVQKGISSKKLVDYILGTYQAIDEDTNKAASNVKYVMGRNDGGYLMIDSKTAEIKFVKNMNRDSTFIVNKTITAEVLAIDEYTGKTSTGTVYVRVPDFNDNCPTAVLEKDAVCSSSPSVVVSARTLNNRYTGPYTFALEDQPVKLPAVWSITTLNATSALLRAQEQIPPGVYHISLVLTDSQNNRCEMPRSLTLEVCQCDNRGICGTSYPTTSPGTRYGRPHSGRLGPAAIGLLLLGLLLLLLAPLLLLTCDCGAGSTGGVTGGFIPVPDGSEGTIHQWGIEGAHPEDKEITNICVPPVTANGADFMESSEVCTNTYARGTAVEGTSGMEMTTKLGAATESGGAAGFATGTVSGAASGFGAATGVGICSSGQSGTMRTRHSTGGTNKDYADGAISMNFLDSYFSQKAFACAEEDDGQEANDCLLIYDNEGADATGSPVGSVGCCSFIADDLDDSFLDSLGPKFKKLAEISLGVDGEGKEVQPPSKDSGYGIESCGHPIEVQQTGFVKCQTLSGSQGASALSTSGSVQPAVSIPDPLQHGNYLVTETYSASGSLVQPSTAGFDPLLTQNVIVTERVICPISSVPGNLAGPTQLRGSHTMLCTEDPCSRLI
# MITF act: activators of MITF-driven TRPM1 promoter activity in SK-MEL-5 cells | actives 0.75% (n = 300,000) | SK-MEL-5 TRPM1-promoter luciferase, 24 h; % of positive control, neutral wells = 0 | AID 588334 | activation, % at 12.5 µM;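 active = mean activation of at least 80% with every replicate also reaching 80%; inconclusive = mean reaches 80% but some replicate falls short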;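 note: 0% = neutral control wells and 100% = parthenolide positive control wells; values of inactives mirror those of a sister screen read the other way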
# SUMO Mot1 rescue: blocks SUMOylation pathway, rescuing yeast Mot1-301 growth | S. cerevisiae Mot1-301 growth rescue, ATP luminescence, 38.5C; percent above DMSO median, 100 means doubled | growth rescue, % at 18.8 µM | actives 1% (n = 320,000);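 active = every valid replicate shows activation above 250% relative to neutral control wells; inactive = the rest, any valid replicate at or below 250%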;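 note: OY570 slx delta 5 strain wells were the positive control but not used for scaling; some compounds called inactive have numbers as strong as hits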
# Arr AP2 block: human beta-arrestin and AP2 interaction inhibition | FITC-arrestin peptide / GST-AP2 beads, flow cytometry; AP2 beta2 appendage carries R879A mutation | inhibition, % at 10 µM | actives 0.31% (n = 340,000);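 active = inhibition above a set limit, near 3 SD of compounds lacking own fluorescence, cut at about 54% in these data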;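 note: plate controls were DMSO wells for no effect and 5 µM unlabelled arrestin peptide for full effect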
#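 System: GST-AP2 R879A glutathione beads; medium: PBS, Tween 20 0.05%, BSA 0.1%; reagent: fluorescein-tagged arrestin peptide at 50 nM final; schedule: pre-incubation 12 min, peptide binding 1 h, room temperature; detection: flow cytometry, FL1 (488/535 nm); read-out: inhibition as reduced fluorescein signal on beads, percent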
# dFosB activator: enhances mouse delta FosB homodimer DNA binding; purified delta FosB, TAMRA-CDK5 oligo fluorescence polarization; percent of positive-control signal above neutral wells; activation, % at 25 µM; actives 0.99% (n = 340,000); P13346;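 active = mean activation above about 17%, with every replicate also reaching it, limit read from the data, passing the limit was not always enough; inconclusive = only one of the two conditions met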;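 note: fluorescence polarization rise as delta FosB binds a TAMRA Cdk5 AP-1 oligo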
# SR-BI DiI inh: mouse SR-BI HDL lipid transfer inhibition. inhibition, % at 12.5 µM. actives 0.96% (n = 320,000). ldlA[mSR-BI] CHO cells, DiI-HDL uptake fluorescence, 3 h. AID 488896;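 active = mean replicate inhibition of at least 70% and a set share of replicates each scoring 70 or more; inconclusive = meets just one of the two criteria; inactive = fails both criteria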;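 note: 0% = median of neutral control wells and 100% = median of positive control wells; values of inactives mirror those of a sister screen read the other way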
# CDK5 p35 inh: CDK5/p35 (human) kinase inhibition | Q00535+Q15078 | Recombinant CDK5/p35, ADP-Glo luminescence, 60 min | inhibition, % at 10 µM | actives 0.01% (n = 330,000) | AID 488839;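 active = highest replicate inhibition of at least 50% and at least 75% of replicates reaching 50%; inconclusive = only one of the two criteria met; inactive = both criteria failed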;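 note: plate controls were DMSO neutral control for no effect and GW8510 at 10 µM for full effect; many of its hits are not listed in these tables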
# SR-BI uptake up: SR-BI HDL lipid transfer activation; CHO ldlA[mSR-BI] cells, DiI-HDL uptake fluorescence, 3 h; 100 = double the neutral-control signal; activation, % at 12.5 µM; actives 0.096% (n = 320,000);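 active = mean replicate activation of at least 60% and every replicate at or above 60%; inconclusive = mean or all-replicate condition met, but not both; inactive = mean below 60% and not all replicates reaching 60%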;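 note: 0% = median plate neutral-control signal and 100% = twice that signal; values of inactives mirror those of a sister screen read the other way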
#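 Test system: SR-BI-overexpressing, LDLR-lacking CHO cells; Medium: Ham's F12 with 0.5% BSA, HEPES 25 mM, pH 7.4; Schedule: 3 h, 37 °C; Technique: bottom-read fluorescence, 550/595 nm.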
# PKA-R1A activ: PKA-R1A complex activation. P00514+P68181. PKA-R1A dissociation, Cy5-IP20 fluorescence polarization; scaled: DMSO 0%, 113 µM cGMP 100%. activation, % at 11.4 µM. actives 0.083% (n = 340,000). AID 504707;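 active = percent activation above the mean of all tested compounds plus 3 SD, cut at about 19% in these data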;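 note: higher means more PKAc released from R1A so a rise in polarization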
# An asterisk follows results filed as active; ? = inconclusive; · = no result given.
SMILES,PKA-R2B act,NSD2 HMT inh,DSG3 Ab inh,MITF act,SUMO Mot1 rescue,Arr AP2 block,dFosB activator,SR-BI DiI inh,CDK5 p35 inh,SR-BI uptake up,PKA-R1A activ
COc1ccc(C(O)C(CN2CCOCC2)c2ccccc2)cc1F (configuration not stated),4,-5,104,-8,-7,1,-7,-22,1.8,22,-2
CC(C)CN(CC(C)C)S(=O)(=O)N1CCC(C(=O)NCc2ccc3c(c2)OCO3)CC1,1,-2,97,11,10,0,-9,35,-2.3,-35,3
COc1cccc(CN(C)CCCn2cnc(C(=O)Nc3ccc(C)c(C)c3)n2)c1,7,·,100,5,·,-7,1,-9,0.9,9,-2
O=C(Nc1ccc(Cl)cn1)c1ccc(Oc2ccccc2)cc1,-11,2,112,·,-8,9,4,-13,0.2,13,-10
Cc1ccc(NC(=O)c2cc(S(=O)(=O)N3CCCC3)cn2C)cc1C,7,·,18*,-3,11,3,-3,44,-4.5,-44,3
O=C(Nc1cccc(S(=O)(=O)NC2=NCCCCC2)c1)c1cc(-c2ccc(Cl)cc2)nc2ccccc12,-3,0,98,-1,8,-9,-6,45,-2.0,-45,-7
CC(=O)CCC(=O)OCC(=O)c1ccc(C(F)(F)F)cc1,-3,1,107,0,3,5,3,7,0.0,-7,-11
COc1ccc(C(=O)c2oc3ccc(OC)cc3c2NC(C)=O)cc1,-8,5,98,5,-4,-10,-10,12,0.0,-12,-5
CN1C(=O)[C@H]2[C@@H](/C=C/c3ccccc3)N3C(=O)CN(CCO)C(=O)[C@@]3(C)[C@H]2C1=O,1,·,100,3,477,40,3,9,0.2,-9,13
CCOC(=O)CCNC(=O)N1CCCC(CNS(=O)(=O)Cc2ccccc2)C1 (configuration not stated),2,-3,98,3,-1,2,3,-2,-0.5,2,0
CCc1cc2c(SCC(=O)N(CC)c3c(N)n(Cc4ccccc4)c(=O)[nH]c3=O)ncnc2s1,-9,3,103,-13,-8,-15,-4,36,-0.6,-36,-3
O=C(NCCCO)c1cc2c(cn1)[nH]c1ccccc12,0,-1,97,63,-11,-8,-6,17,-2.9,-17,12
c1ccc(-c2nc3nc4ccccc4nc3n2CC2CCCO2)cc1 (configuration not stated),-4,-2,105,·,2,25,-1,-4,5.5,4,-13
Cc1noc(C)c1CSc1nc2ccccc2c(=O)n1-c1ccc(Cl)cc1,-1,2,102,8,-10,3,-4,12,2.9,-12,-17
COc1cccc(NC(=O)c2ccc3c(c2)OCCO3)c1,-5,113*,99,2,·,4,-2,0,12,0,0
Cc1ccc(S(=O)(=O)N2CCC(C(=O)N[C@@H](C)C(=O)NCc3ccccc3)CC2)cc1,4,1,·,·,2,-4,1,-2,0.6,2,0
N/C(=N/OC(=O)c1ccccc1Cl)c1nonc1N,-7,1,99,?,-12,-2,1,15,18,-15,12
CCCCn1ccnc1C(=O)c1ccc(S(=O)(=O)N(CCOC)CCOC)cc1,-7,-1,·,6,-4,6,-8,-20,1.2,20,-5
O=C(Nc1ccc(N2CCN(c3ccc(O)cc3)CC2)cc1)Oc1ccccc1,16,-1,115,2,-2,0,-3,36,-1.8,-36,20*
COc1cc(/C=C/C(=O)OCC(=O)Nc2ccc([N+](=O)[O-])cc2)ccc1O,-8,2,100,-6,-1,-2,-5,·,-1.9,·,-10
COc1ccc(S(=O)(=O)N(C)C)cc1NC(=O)CSc1ncccn1,-9,-2,100,1,-9,14,-2,49,0.2,-49,9
CCOC(=O)N1CCN(C(=O)c2ccc(CNS(=O)(=O)c3ccc(NC(C)=O)cc3)cc2)CC1,-9,-3,98,0,-14,0,-7,18,·,-18,7
CC(C)OC(=O)/C(=C/c1ccc(Br)cc1)NC(=O)c1ccco1,-5,0,104,2,-2,9,-4,1,-0.9,-1,-1
CCCCn1nc2cc(C(=O)NCCc3cccs3)ccc2c1OCC,-8,·,104,34,8,-8,-11,40,-0.7,-40,0
CCOc1ccc(CCNC(=O)COC(=O)c2ccc(C)s2)cc1OCC,-8,-4,111,-4,-5,21,-12,-7,0.6,7,6
CC(=O)Nc1ccc(C(=O)N/N=C(\C)CC(=O)Nc2ccc(OCc3ccccc3)cc2)cc1,-7,-1,100,34,-22,7,-3,21,0.1,-21,-3
C[C@@H]1C(NC(=O)c2ccccc2)CC2CC1C2(C)C (some centres not stated),3,0,108,-2,-13,10,-9,14,2.0,-14,-6
Cc1nc(NC(=O)c2ccc(F)cc2)nc2cc3c(cc12)OCO3,8,-1,105,17,-14,-5,-5,-1,-0.4,1,-2
CN(CC1COc2ccccc2O1)C(=O)c1ccc(Cl)c(S(=O)(=O)N2CCCCCC2)c1 (configuration not stated),-13,5,·,-9,14,26,-11,-6,1.7,6,3
N#Cc1c(-c2ccccc2)nc(-c2ccccc2)nc1N1CCOCC1,-3,1,106,33,13,0,-8,34,2.6,-34,-1
COc1ccc2oc(C(=O)OCC(=O)N3C(C)CCCC3C)c(C)c2c1 (configuration not stated),1,-2,110,18,1,-15,-5,6,0.7,-6,-4
O=C(CCN1CCOCC1)NC1CCCN(Cc2ccccc2F)C1 (configuration not stated),-3,2,111,0,-2,-18,3,-2,-1.2,2,-11
COc1cc(NC(=S)NC2CC2)c(OC)cc1Cl,-10,0,105,1,160,-1,1,23,-0.6,-23,-3
COc1ccccc1C(=O)Nc1cc(-c2ccc(C)cc2)no1,-3,0,93,36,4,-1,-16,26,0.4,-26,-11
Cc1noc(C)c1S(=O)(=O)N(CC(=O)NCc1ccc(Cl)cc1)c1ccc2c(c1)OCO2,-7,·,106,-2,-19,0,-4,11,0.1,-11,-7
O=C(Nc1ccc2c(c1)[nH]c(=O)c1ccccc12)C(F)(F)F,-9,-2,102,3,·,1,-30,13,1.6,-13,5
O=C(C(c1ccccc1)c1ccccc1)N(Cc1ccco1)C1CCS(=O)(=O)C1 (configuration not stated),4,2,106,7,-20,-4,-3,22,-5.7,-22,-1
O=C(C=Cc1ccc(Cl)s1)c1ccc(Cl)s1,-1,-1,·,27,·,-10,3,6,0.8,-6,-2
N=c1oc2ccc3ccccc3c2cc1-c1nnc2n1CCCCC2,-1,-1,104,12,-4,4,-6,60,-2.5,-60,9
CCCn1c(NC(=O)c2ccc(C)cc2)nc2ccccc21,0,-1,104,·,16,8,-12,?,1.3,-70,3
O=C(CNC(=O)C12CC3CC(CC(C3)C1)C2)N1CCN(S(=O)(=O)c2cccs2)CC1,-14,-2,95,7,151,-1,-1,-30,0.0,30,-8
COc1ccc(C2/C=C\CN(C(=O)Nc3ccccc3-c3ccccc3)CC(=O)N2Cc2ccc(F)cc2)cc1 (configuration not stated),-6,·,102,2,52,3,-9,-15,-1.3,15,5
COc1ccc(N2C3=C(CC4=C2CC(C)(C)CC4=O)C(=O)CC(C)(C)C3)cc1,-8,5,96,-87,12,8,-4,-8,-0.9,8,-8
O=C(OCc1ccccc1)C1=[N+]([O-])OC(C(=O)OCc2ccccc2)C1c1c[nH]c2ccccc12 (configuration not stated),-4,-1,114,2,7,3,0,-25,1.6,25,0
Cc1noc(C)c1C(=O)Nc1ccc(N(C)C)cc1,-5,0,96,-1,1,6,-5,12,-6.6,-12,-1
CCC(C)n1nccc1NC(=O)C(C)Cl (configuration not stated),7,-3,83,0,1,-5,2,-25,0.2,25,3
CC1(C)CC(=O)C=C(c2cccc3c2oc2ccccc23)C1,-3,·,103,14,18,0,-21,55,0.4,-55,-4
Cc1ccc(CC23CN4CCN(CC(C4)C2O)C3)c(C)c1 (configuration not stated),-6,1,107,·,21,-4,-6,-17,-3.0,17,2
Cc1ccccc1OCC(=O)Nc1cc(Cl)ccc1Oc1ccccc1,-1,-3,100,-11,44,-2,-6,8,0.0,-8,-4
COc1cc(/C=C2\C(=N)N3N=C(CC(=O)N4CCOCC4)SC3=NC2=O)cc(OC)c1OC,-11,·,·,5,-1,16,-1,-14,0.1,14,-15
Cn1cccc1CC(=O)N/N=C/C=C/c1ccco1,8,-2,96,31,41,9,-8,-3,0.1,3,9
CC(C)[C@H](N[C@@H](C)c1ccccc1)c1c(O)ccc2ccccc12,7,1,109,-2,3,-1,-6,0,-2.0,0,-8
COc1cc2ccccc2cc1C(=O)N1CCOCC1,9,-1,·,-10,-3,25,-1,-32,-0.1,32,10
Cc1ccc(C(=O)Nc2sc(Cc3ccc4c(c3)OCO4)c(C)c2C(N)=O)cc1,-2,·,83,-14,20,-9,-4,-16,-2.4,16,15
C=C1CCN([C@@H](Cc2ccccc2)C(=O)NCCCc2ccccc2)S(=O)(=O)c2ccccc21,-11,·,101,0,5,23,0,-13,0.0,13,-6
CCCCn1nnnc1SCC(=O)N(CC)CC,0,-3,99,7,85,10,3,1,0.3,-1,10
CCN(CC)c1ccc(C2C(C(=O)OCCOC)=C(C)NC3=C2C(=O)CC(C)(C)C3)cc1 (configuration not stated),-4,7,111,·,1,6,-4,-6,0.2,6,-8
COc1cc2cnc(-c3ccccc3)cc2cc1OC,1,·,111,13,152,3,-8,31,2.7,-31,-8
C[C@H](CO)N1C[C@H](C)[C@@H](CN(C)CC2CCCCC2)Oc2c(NS(=O)(=O)c3cccs3)cccc2C1=O,-4,·,106,-8,10,-2,-11,-16,-0.9,16,-7
Cc1ccc2nc(/C(C#N)=C\c3ccc(OC(=O)c4cccs4)cc3)[nH]c2c1,2,1,99,37,-27,-1,-3,44,-2.4,-44,-9
COc1ccc(C(C)n2c(C)c3c(C)nnc(C)c3c2C)cc1 (configuration not stated),1,9,104,11,6,14,-7,1,1.0,-1,-21
